# FAS TE block: FAS thioesterase (human) inhibition. recombinant FAS-TE, OMFH fluorogenic substrate, fluorescence endpoint. AID 602261. inhibition, % at 15 µM. 0.67% of 360,000 active. P49327;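 active = compounds whose normalised, plate-corrected inhibition of enzyme fluorescence in the single-dose primary screen is 50% or more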;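 also: 0% = DMSO with enzyme and 100% = substrate without enzyme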
# Rpn11 inh: Rpn11 (human) deubiquitinase inhibition; O00487; human 26S proteasome, Ub4-pepOG fluorescence polarization; 20S core pre-blocked with epoxomicin; 0.59% of 360,000 active; calls only at 20 µM;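 active = inhibition at 20 µM, scaled to each plate's controls, above about 33%, limit read from the data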
# SKN-1 inh: inhibitors of C. elegans SKN-1; C. elegans VP596 Pgst-4::GFP/RFP ratio, acrylamide-induced, 24 h; inhibition, % at 21.8 µM; 0.49% of 360,000 active; AID 624304;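 active = interference check ratio from 0.5 to 1.5 plus GFP to RFP signal ratio inhibition reaching or exceeding a fixed threshold, cut at about 30% in these data, passing the limit was not always enough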; also: some compounds called inactive have numbers as strong as hits
# Neddyl block: blocks human cullin neddylation | calls only at 25 µM | TR-FRET cullin neddylation, biochemical | 0.58% of 360,000 active | AID 651699 | P61081+Q13564; in the data active = inhibition above about 36%
# PABP1 MLLE inh: inhibitors of microRNA-mediated deadenylation, human PABP1 MLLE binding; P11940; GST-MLLE / FITC-PAM2 fluorescence polarization; inhibition, % at 20 µM; 0.36% of 360,000 active; in the data active = inhibition above about 35%, passing the limit was not always enough;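 also: plate controls were DMSO wells with GST-MLLE for no effect and wells lacking GST-MLLE protein for full effect; some results filed as inactive read as strong as hits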
# Target sequence (P11940 whole entry, looked up): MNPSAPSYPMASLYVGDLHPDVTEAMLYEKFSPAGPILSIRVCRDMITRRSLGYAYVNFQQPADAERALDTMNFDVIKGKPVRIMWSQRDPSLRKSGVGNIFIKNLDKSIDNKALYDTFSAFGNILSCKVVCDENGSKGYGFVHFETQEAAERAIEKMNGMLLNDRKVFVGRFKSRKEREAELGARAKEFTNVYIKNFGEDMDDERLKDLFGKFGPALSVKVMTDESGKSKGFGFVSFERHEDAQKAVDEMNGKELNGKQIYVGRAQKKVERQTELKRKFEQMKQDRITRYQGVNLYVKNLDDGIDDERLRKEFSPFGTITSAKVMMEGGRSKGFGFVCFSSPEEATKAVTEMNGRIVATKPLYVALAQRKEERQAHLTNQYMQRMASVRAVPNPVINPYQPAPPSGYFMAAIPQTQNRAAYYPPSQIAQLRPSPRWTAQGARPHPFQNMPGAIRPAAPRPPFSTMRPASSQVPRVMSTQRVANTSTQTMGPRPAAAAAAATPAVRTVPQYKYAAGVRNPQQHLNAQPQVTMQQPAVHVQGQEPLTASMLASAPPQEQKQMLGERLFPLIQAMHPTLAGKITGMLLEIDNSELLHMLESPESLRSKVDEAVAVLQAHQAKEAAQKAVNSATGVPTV
# MT1-MMP act inh: blocks activation of human MT1-MMP; HT1080 RFP-PRO-GFP cells, GFP/RFP ratio fluorescence, overnight; percent of plate control window, DMSO zero; GFP/RFP ratio change, % at 20 µM; 0.061% of 360,000 active; AID 651647;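 active = GFP/RFP ratio change of at least 30% with cell ATP level not reduced by more than half and red fluorescence within 50% of control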; also: strong numbers were not always called active
#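 Assay system – RFP-PRO-GFP reporter HT1080 cells · Compound dosing – single dose of 20 µM compound, 1% DMSO final · Incubation – overnight compound exposure at 37 °C · Measure – GFP/RFP fluorescence ratio · Benchmarks – DMSO wells and RFP-L50D-GFP cells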
# NadD inh: inhibitors of Staphylococcus aureus NadD | 0.78% of 360,000 active | purified NadD enzyme, colorimetric absorbance read-out | inhibition, % at 20 µM; in the data active = inhibition above about 26%; also: some compounds past the cut are filed as inactive
# CSN inh: inhibitors of human CSN-mediated cullin deneddylation; Q92905; Purified CSN, SCF-Nedd8-OG deneddylation, fluorescence polarization; inhibition, % at 12.5 µM; 0.38% of 360,000 active; AID 651999;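 active = pattern-corrected inhibition above about 35%, with an unprinted fluorescence ratio check between 0.5 and 1.5, limit read from the data, passing the limit was not always enough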;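 also: 0% = enzyme with substrate and 100% = substrate without enzyme; some results filed as inactive read as strong as hits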
# Target sequence (Q92905 whole entry, looked up, one chain of several): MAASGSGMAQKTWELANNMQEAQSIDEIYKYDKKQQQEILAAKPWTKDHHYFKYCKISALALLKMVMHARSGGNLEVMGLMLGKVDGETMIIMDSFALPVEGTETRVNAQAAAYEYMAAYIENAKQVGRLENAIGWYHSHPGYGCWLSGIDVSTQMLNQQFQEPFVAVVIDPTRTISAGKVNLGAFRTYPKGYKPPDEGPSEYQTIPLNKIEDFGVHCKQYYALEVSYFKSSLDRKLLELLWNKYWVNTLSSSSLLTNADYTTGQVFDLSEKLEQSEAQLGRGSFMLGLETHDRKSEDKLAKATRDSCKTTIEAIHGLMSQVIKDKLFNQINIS
#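 Material: human Csn5 produced in HEK293T cells; Input: enzyme 0.24 nM; Reagent: SCFSkp2-Nedd8OG substrate at 10 nM final; Dosing: 12.5 µM compound; Incubation: 90 min reaction at room temperature; Detection: fluorescence polarization of the substrate; Evaluation: % inhibition of substrate cleavage by Csn5; Control set: substrate-only high control, full reaction low control.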
# Rin1 Abl inh: human Rin1-Abl interaction inhibition; TR-FRET Rin1/Abl binding, biochemical; 0.4% of 360,000 active; inhibition, % at 7.35 µM; in the data active = inhibition above about 5%, passing the limit was not always enough
# * marks the source's active call; other numbers are inactive results; i = inactive; x = not tested or not shown.
item	smiles	FAS TE block	Rpn11 inh	SKN-1 inh	Neddyl block	PABP1 MLLE inh
1	O=S(=O)(c1ccc2c(c1)C(=NO)c1cc(S(=O)(=O)N3CCCCC3)ccc1-2)N1CCCCC1	-162	i	10	x	0
2	COc1ccc(NC2CCCN(C(=O)CN3CCOC3=O)C2)cc1 (stereo not drawn)	-7	i	-11	i	-4
3	COc1ccc(NC(=O)NNC(=O)c2ccccc2-n2cccc2)cc1OC	-1	i	-6	i	-18
4	O=C(Nc1ccc(CSc2ccccc2)cc1)c1ccccc1	-4	i	10	i	16
5	Cc1ccc2cccc(OCC(=O)NCc3ccco3)c2n1	-8	i	8	i	0
6	COc1ccccc1Cc1c(-c2ccc(C#N)cc2)nc2ccc(C)cn12	19	x	-5	x	x
7	CCCc1nc2nc(C)c(NS(=O)(=O)c3ccc(C(C)(C)C)cc3)c(=O)n2[nH]1	-4	i	-15	i	1
8	Cc1cccc(NC(=O)c2ccc(N3CCOCC3)c([N+](=O)[O-])c2)n1	0	i	15	i	23
9	Cc1ccc(S(=O)(=O)N/N=C/c2ccccc2O)cc1[N+](=O)[O-]	13	i	9	i	11
10	Cc1ccc(C(=O)O/N=C(\N)Cc2cccs2)cc1[N+](=O)[O-]	62*	i	14	i	15
11	CC(=O)N(C)c1ccc(NC(=S)Nc2ccc(C(C)C)cc2)cc1	-4	i	2	i	16
12	C=CCn1nc(-c2ccccc2)c(N2CCCCC2)cc1=O	0	i	4	i	8
13	Cn1c2c(c(=O)n(C)c1=O)C(C(F)(F)F)(C(F)(F)F)N=C(c1ccc(Cl)cc1)N2	5	i	-1	i	-21
14	O=C(/C=C/c1ccnc2ccccc12)c1cccs1	-1	i	14	i	15
15	O=C(NC(=S)Nc1cccc(NC(=O)c2ccccc2Cl)c1)c1cccs1	19	i	2	i	37

item	MT1-MMP act inh	NadD inh	CSN inh	Rin1 Abl inh
1	-47	34*	-1	5
2	3	1	-1	5
3	0	-2	3	1
4	6	0	-9	1
5	-3	2	-3	2
6	-2	7	0	x
7	4	-3	-1	2
8	1	-5	-8	-10
9	-2	-6	-10	2
10	-2	0	1	0
11	8	-1	-4	5
12	-2	1	-1	4
13	-30	4	-2	-2
14	0	1	18	2
15	4	6	1	-3

# (more compounds)
item	smiles	FAS TE block	Rpn11 inh	SKN-1 inh	Neddyl block	PABP1 MLLE inh
16	CC(=O)c1cccc(NC(=O)NC2CC(=O)N(c3ccc4c(c3)OCCO4)C2)c1 (stereo not drawn)	-2	i	-2	i	9
17	CCOC(=O)c1c(CSc2ccccc2)n(C)c2cc(Br)c(OC)c(O)c12	29	i	5	i	-12
18	O=C(Nc1cc(S(=O)(=O)N2CCOCC2)ccc1N1CCOCC1)c1cc2c(s1)CCC2	16	i	5	i	4
19	O=C1Nc2ccccc2-n2nnnc2C1N1CCCN(Cc2ccc(F)cc2)CC1 (stereo not drawn)	x	x	-18	i	x
20	c1cncc(Nc2nc(-c3cccs3)cs2)c1	8	i	5	i	23
21	COc1ccc(CC(=O)OC2CCCN(C)C2)cc1 (stereo not drawn)	-2	i	5	i	5
22	COc1ccc2c(c1)OC13CCN(C)CC1C2C(C(=O)c1ccc(F)cc1)C(=O)N3 (stereo not drawn)	-5	i	-14	i	1
23	CCc1nnc(NC(=O)C(NS(=O)(=O)c2ccc3c(c2)OCCO3)C(C)C)s1 (stereo not drawn)	-7	i	5	i	-3
24	O=C(O)CCOc1ccc2c(c1)OCCO2	-7	i	2	i	-3
25	O=C(CCNC(=O)c1ccccc1Cl)NCCC1=CCCCC1	-6	i	0	i	15
26	C[C@H](CO)N1C[C@H](C)[C@@H](CN(C)S(=O)(=O)c2cccs2)OCc2cn(nn2)CCCC1=O	-7	i	-4	i	-1
27	CCCn1c(=S)[nH]c2ccc(C(F)(F)F)cc21	12	i	9	i	-67
28	c1ccc(CCN2CN(CCCN3CCOCC3)c3nc4ccccc4n3C2)cc1	-3	i	6	i	7
29	O=C(Nc1cccc(S(=O)(=O)N2CCCC2)c1)c1ccncc1	12	i	0	i	-5
30	CN1CCN(c2cc(C(F)(F)F)nc3ccc(F)cc23)CC1	-5	i	-8	i	-7

item	MT1-MMP act inh	NadD inh	CSN inh	Rin1 Abl inh
16	-1	-4	-3	4
17	-3	-5	1	0
18	-7	-1	1	1
19	-3	x	0	x
20	2	0	3	-6
21	0	-1	-17	4
22	-3	-9	6	-1
23	-3	3	4	-1
24	4	0	-2	1
25	5	2	4	0
26	-2	2	-7	2
27	0	1	4	1
28	5	-7	0	1
29	2	1	3	2
30	-2	-3	1	-1

# Ordered by the number under PABP1 MLLE inh (descending): 4 of the compounds above.
cpd | SMILES | Rpn11 inh | SKN-1 inh | Neddyl block | PABP1 MLLE inh | MT1-MMP act inh | NadD inh | CSN inh | Rin1 Abl inh
25 | O=C(CCNC(=O)c1ccccc1Cl)NCCC1=CCCCC1 | i | 0 | i | 15 | 5 | 2 | 4 | 0
16 | CC(=O)c1cccc(NC(=O)NC2CC(=O)N(c3ccc4c(c3)OCCO4)C2)c1 (stereo not drawn) | i | -2 | i | 9 | -1 | -4 | -3 | 4
29 | O=C(Nc1cccc(S(=O)(=O)N2CCCC2)c1)c1ccncc1 | i | 0 | i | -5 | 2 | 1 | 3 | 2
30 | CN1CCN(c2cc(C(F)(F)F)nc3ccc(F)cc23)CC1 | i | -8 | i | -7 | -2 | -3 | 1 | -1

# Arranged by formula weight (rising): part of the list above
item	smiles	FAS TE block	Rpn11 inh	SKN-1 inh	Neddyl block	PABP1 MLLE inh
24	O=C(O)CCOc1ccc2c(c1)OCCO2	-7	i	2	i	-3
12	C=CCn1nc(-c2ccccc2)c(N2CCCCC2)cc1=O	0	i	4	i	8
25	O=C(CCNC(=O)c1ccccc1Cl)NCCC1=CCCCC1	-6	i	0	i	15

item	MT1-MMP act inh	NadD inh	CSN inh	Rin1 Abl inh
24	4	0	-2	1
12	-2	1	-1	4
25	5	2	4	0

# Later entries
item	smiles	FAS TE block	Rpn11 inh	SKN-1 inh	Neddyl block	PABP1 MLLE inh
31	O=C(Nc1nccs1)Oc1ccccc1	1	i	3	i	-13
32	CCOC(=O)c1c(NC(=O)/C=C/C(=O)O)sc(C)c1-c1ccc(F)cc1	-1	i	11	i	-4
33	COc1ccc(CCNC(=O)C2CCN(C(=O)c3ccc(C(C)(C)C)cc3)CC2)cc1	0	i	6	i	-5
34	Cc1ccccc1Sc1ncccc1[N+](=O)[O-]	16	i	-1	i	1
35	CCCCc1ccc(NC(=O)N2CCNC(=O)C2CC(=O)Nc2ccsc2C(=O)OC)cc1 (stereo not drawn)	24	i	-6	i	3
36	COCCSc1ccccc1C(=O)Nc1cc(C)on1	-4	i	8	i	12
37	CCCn1c(SCC(=O)c2ccc(CC)cc2)n[nH]c1=O	-3	i	-5	i	-101
38	CC(C)NC(=O)C1(C)CN(S(C)(=O)=O)CC(=O)N1Cc1cccc(F)c1 (stereo not drawn)	x	x	14	i	x
39	O=C(NCCN1CCOCC1)C1CCN(S(=O)(=O)N2CCCCC2)CC1	-7	i	-2	i	-1
40	CCCn1c(=O)[nH]c(=O)c2c1nc(-c1ccc(C(F)(F)F)cc1)n2CCOC	-6	i	7	x	-10
41	CCCCNC(=O)/C(=C/c1ccco1)NC(=O)c1ccco1	-2	i	-16	i	6
42	COC(=O)COc1c(Cl)cc(C(c2c(C)[nH][nH]c2=O)c2c(C)[nH][nH]c2=O)cc1OC	-10	i	12	i	-23
43	Oc1oc(-c2ccc(Br)cc2)nc1C=Nc1ccc(Br)cn1	11	i	-8	i	-1
44	CC(=O)C1CCC2C3CC(C)=C4CC(O)CCC4(C)C3CCC12C (stereo not drawn)	8	i	-7	i	-13
45	O=C1C(=O)N(CCN2CCOCC2)C(c2ccccn2)/C1=C(/O)c1ccc(Cl)cc1 (stereo not drawn)	-2	i	8	i	23

item	MT1-MMP act inh	NadD inh	CSN inh	Rin1 Abl inh
31	-6	-3	2	-4
32	-5	-3	7	-1
33	8	-2	1	1
34	0	-2	-3	-1
35	x	-9	4	-3
36	-3	9	4	0
37	9	-2	2	1
38	2	x	-4	x
39	0	0	-1	1
40	3	1	1	0
41	1	-2	2	3
42	-1	-1	3	3
43	0	-4	8	-1
44	1	0	2	1
45	-18	10	-7	-2

# The closing 3 compounds of the section above lead into the next.
item	smiles	FAS TE block	Rpn11 inh	SKN-1 inh	Neddyl block	PABP1 MLLE inh
43	Oc1oc(-c2ccc(Br)cc2)nc1C=Nc1ccc(Br)cn1	11	i	-8	i	-1
44	CC(=O)C1CCC2C3CC(C)=C4CC(O)CCC4(C)C3CCC12C (stereo not drawn)	8	i	-7	i	-13
45	O=C1C(=O)N(CCN2CCOCC2)C(c2ccccn2)/C1=C(/O)c1ccc(Cl)cc1 (stereo not drawn)	-2	i	8	i	23
46	CC(C)c1ccccc1NC(=O)C1CC(=O)N(C2CCCC2)C1 (stereo not drawn)	-9	i	6	i	2
47	CCN(Cc1ccccc1)Cc1c(F)cccc1F	-1	i	0	i	4
48	Cn1c(C(=O)O)cnc1Sc1ncc(C(F)(F)F)cc1Cl	-11	i	4	i	-7
49	O=C(NNc1nc2c(F)cccc2s1)C1COc2ccccc2O1 (stereo not drawn)	3	i	6	i	6
50	O=C(CC1CCCC1)NNC(=O)c1ccccc1O	-5	i	14	i	20
51	CC(C)=CCCC(C)CN1CCC(n2nccc2NC(=O)c2ccc3c(c2)OCO3)CC1 (stereo not drawn)	2	i	13	i	3
52	O=C1NC(Cc2c[nH]c3ccccc23)C(=O)N1Cc1ccccc1 (stereo not drawn)	-5	i	25	i	10
53	COc1ccc(NC(=O)c2ccco2)c(NC(=O)Cc2cccs2)c1	-6	i	-10	i	1
54	CCC(=NCCc1c(C)[nH]c2ccc(OC(F)(F)F)cc12)C1=C(O)CC(c2ccccc2)CC1=O (stereo not drawn)	27	i	11	i	1
55	COc1ccccc1NC(=O)CSc1nc(N)cc(N)n1	-8	i	14	i	7
56	CC1(C)C(N(O)C(=O)Nc2ccccc2)N(c2cccc(Cl)c2)C(=O)N1O (stereo not drawn)	-28	i	-6	i	-1
57	O=C(O)CCNc1cc2ccccc2cc1C(=O)O	-8	i	36*	i	16
58	Cc1ccc(-n2nc(C)c(C3(O)C(=O)N(C)c4ccccc43)c2N)cc1 (stereo not drawn)	-10	i	2	i	0
59	CC(C)N(Cc1ccccc1)C(=O)CN1c2cccc3cccc(c23)S1(=O)=O	12	i	24	x	-4
60	Cc1nc(N2CCN(S(=O)(=O)c3ccc(Br)cc3)CC2)c2c(C)c(C)sc2n1	37	i	4	i	6

item	MT1-MMP act inh	NadD inh	CSN inh	Rin1 Abl inh
43	0	-4	8	-1
44	1	0	2	1
45	-18	10	-7	-2
46	-2	-6	2	-2
47	1	3	0	-6
48	-1	-4	-1	-1
49	0	2	11	-1
50	6	-7	3	0
51	3	-8	-1	3
52	-1	-3	3	2
53	-4	-3	1	4
54	-9	1	8	0
55	-5	-1	0	0
56	0	7	-4	-5
57	-3	-1	1	-3
58	-2	1	1	-1
59	-1	-3	2	2
60	-1	18	-3	4

# High-throughput results from PubChem.
